CHO parental Ca = counter-screen for OX1R antagonists: effect in parental CHO cells; parental CHO-K1, ATP-induced calcium, Fluo-8 fluorescence; inhibition, % at 5.6 µM; 330,000 compounds, 0.63% hits;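 active = inhibition above that plate's mean sample inhibition plus 3 SD, cut at about 26% in these data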;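 note: 0% = ATP-challenged DMSO wells and 100% = DMSO wells without ATP; some compounds past the cut are filed as inactive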
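Material: Parental CHO cells | Reagent: ATP | Compound dosing: Single nominal dose of 5.6 µM per compound | Detection: Intracellular calcium via Fluo-8 no-wash fluorescent dye | Read-out: % inhibition of ATP-induced calcium mobilization | Benchmarks: Low control ATP plus DMSO, high control DMSO only | Replicates: Singlicate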
M1 ag parental = M1 agonist counterscreen hit in parental CHO-K1 cells; Fluo-8 calcium fluorescence; scaled to maximal ATP response, vehicle zero; activation, % at 3 µM; 360,000 compounds, 0.48% hits; AID 602248; in the data active = activation above about 15%;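 note: untransfected CHO-K1 host cells lacking M1 receptor as counterscreen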
TAAR1 antag = human TAAR1 antagonism; 360,000 compounds, 1.5% hits; CHO RD-HGA16 TAAR1, Fluo-8 calcium fluorescence, antagonist; Q96RJ0; inhibition, % at 3 µM;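 active = inhibition above a per-plate cutoff, the mean inhibition of test compounds on that plate plus 3 SD, cut at about 49% in these data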;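 note: 0% = DMSO plus EC80 beta-PEA response and 100% = DMSO alone without agonist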
Target sequence (Q96RJ0 whole entry, looked up): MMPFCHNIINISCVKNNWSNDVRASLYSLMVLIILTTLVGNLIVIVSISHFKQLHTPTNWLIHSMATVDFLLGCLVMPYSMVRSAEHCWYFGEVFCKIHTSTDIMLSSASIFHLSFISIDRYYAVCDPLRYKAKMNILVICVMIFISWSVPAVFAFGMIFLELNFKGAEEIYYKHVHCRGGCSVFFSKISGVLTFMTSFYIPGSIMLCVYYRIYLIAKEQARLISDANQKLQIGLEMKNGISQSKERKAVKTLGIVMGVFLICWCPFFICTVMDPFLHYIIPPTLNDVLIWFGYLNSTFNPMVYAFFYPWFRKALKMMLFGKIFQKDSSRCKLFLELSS
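Material: CHO RD-HGA16 cells bearing hTAAR1; compound dosing: one-point dosing, 3 µM nominal final; schedule: dye loading 75 min at 37 °C, then 30 min room temperature; measured by: calcium fluorescence with Fluo-8; control set: vehicle and agonist controls; replication: n of 1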
OXTR potentiator = potentiators of human oxytocin receptor. P30559. CHO-OTR cells, Fluo-8 calcium fluorescence, potentiator mode; 0% = oxytocin EC15, 100% = EC100. activation, % at 3 µM. 320,000 compounds, 0.061% hits;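 active = activation above that plate's cutoff, the mean activation of tested compounds plus 3 SD, cut at about 6.6% in these data, passing the limit was not always enough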;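 note: 100% uses oxytocin at 75 nM as the full agonist control; some results filed as inactive read as strong as hits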
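Assay system: CHO cell line stably expressing human OTR | Also added: Oxytocin at about EC15, sub-maximal agonist stimulus | Times: Compound 6 min at room temperature before oxytocin, 100 s read | Measured by: Fluo-8 intracellular calcium fluorescence, ex 470-495, em 515-575 nm | Controls: EC15 oxytocin alone as 0%, 75 nM oxytocin as 100%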
V1R ag counter = counter-screen for oxytocin receptor agonists: human V1a receptor agonists; activation, % at 3 µM; CHO-V1R cells, Fluo-8 calcium fluorescence, agonist mode; 0% DMSO, 100% 3 nM vasopressin; 320,000 compounds, 0.25% hits; P37288; AID 2797;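 active = activation above the mean activation of all tested compounds plus 3 SD, per screening run, cut at about 20% in these data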;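 note: signal is peak over basal fluorescence ratio across a 100 second FLIPR read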
Target sequence (P37288 whole entry, looked up): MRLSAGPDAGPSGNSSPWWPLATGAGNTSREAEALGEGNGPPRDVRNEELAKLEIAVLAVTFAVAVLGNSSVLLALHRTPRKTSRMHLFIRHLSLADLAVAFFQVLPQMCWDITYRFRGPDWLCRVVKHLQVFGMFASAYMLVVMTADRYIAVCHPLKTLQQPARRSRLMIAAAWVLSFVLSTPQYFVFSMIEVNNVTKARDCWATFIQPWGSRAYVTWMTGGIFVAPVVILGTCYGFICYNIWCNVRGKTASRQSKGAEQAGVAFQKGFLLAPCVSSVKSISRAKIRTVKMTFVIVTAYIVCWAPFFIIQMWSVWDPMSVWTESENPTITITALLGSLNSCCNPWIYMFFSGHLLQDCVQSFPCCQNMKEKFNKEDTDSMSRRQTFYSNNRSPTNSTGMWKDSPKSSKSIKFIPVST
CHO-K1 Ca PAM = counter-screen for M1 PAMs: effect in parental CHO-K1 cells; ATP EC20, Fluo-8 calcium fluorescence; 0% at ATP EC20, 100% at ATP max; activation, % at 3 µM; 360,000 compounds, 0.02% hits; AID 602247;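 active = activation above the run cutoff, the mean activation of all test compounds plus 3 SD, cut at about 40% in these data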;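 note: peak over basal fluorescence ratio in a 140 s read after ATP addition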
TAAR1 agonist = agonists of human TAAR1; CHO RD-HGA16 TAAR1, Fluo-8 calcium fluorescence; vehicle wells 0%, saturating PEA agonist 100%; activation, % at 3 µM; Q96RJ0; 360,000 compounds, 0.99% hits; AID 624467;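 active = activation above the mean activation of all test compounds in the run plus 3 SD, cut at about 38% in these data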
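Test system: RD-HGA16 (CHO) cells co-expressing Gα16 and hTAAR1 | Doses: Single dose, 3 µM | Schedule: 17-24 h seeding, 75 min 37 °C dye, 30 min RT | Evaluation: % activation from peak over basal fluorescence ratio, DMSO-to-PEA scaled | Technique: Kinetic Fluo-8 calcium fluorescence | Benchmarks: Low control DMSO, high control PEA (EC100)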
CHRM1 agonist = agonists of human M1 muscarinic receptor. P11229. CHO-K1 hM1, Fluo-8 calcium fluorescence, agonist mode; 0% DMSO, 100% acetylcholine EC100. activation, % at 3 µM. 360,000 compounds, 0.33% hits. AID 588814;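 active = activation above the run's mean compound activation plus 3 SD, cut at about 16% in these data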;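 note: peak over basal fluorescence ratio within a 140 s kinetic read after compound addition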
CHO-K1 Ca antag = nonselective inhibitor or artifact in parental CHO-K1 cells; inhibition, % at 3 µM; AID 602250; 360,000 compounds, 0.6% hits; ATP-induced calcium, Fluo-8 fluorescence;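 active = inhibition above a per-plate cutoff, the plate's mean sample inhibition plus 3 SD, cut at about 24% in these data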;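 note: 0% = DMSO plus EC80 ATP and 100% = DMSO alone without ATP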
The depositor's hits bear a star; / = not tested or not shown.

SMILES	CHO parental Ca	M1 ag parental	TAAR1 antag	OXTR potentiator	V1R ag counter	CHO-K1 Ca PAM	TAAR1 agonist	CHRM1 agonist	CHO-K1 Ca antag
Cc1ccc(S(=O)(=O)NCC(=O)OCC(=O)N2CC(=O)Nc3ccccc32)cc1	-9.0	0.4	-7.4	2.7	1.7	-4.6	0.9	-3.6	-0.1
Cc1cc(C(=O)NN)n[nH]1	-17.3	0.4	-0.1	2.5	-1.3	6.2	1.6	-3.4	-3.7
CN1C(=O)C(CC(=O)N2CCN(C(c3ccccc3)c3ccccc3)CC2)N(C)C1=O (configuration not stated)	-9.7	0.2	-5.5	-1.1	0.4	6.5	1.1	-3.2	-2.3
Cc1cc(NC(=O)C(C)Oc2ccccc2)no1 (configuration not stated)	-11.4	0.0	-11.2	-7.4	-0.1	-1.4	4.8	-1.6	-14.2
CN(C)c1oc(-c2ccccc2[N+](=O)[O-])nc1C#N	7.6	5.1	-15.2	-3.6	1.0	1.5	8.6	-0.7	1.3
Cc1[nH]c(=O)[nH]c(=O)c1S(=O)(=O)Nc1ccc(Br)cc1F	/	0.4	-2.9	/	/	-5.4	1.1	-3.2	-6.8
COc1cccc(Nc2nc(C)cc(C)c2C#N)c1	-5.0	-0.1	3.1	-2.8	-1.6	9.0	14.6	-3.2	-11.2
C=CCOc1ccc(/C=N/Nc2ccccn2)cc1OC	-10.8	0.3	-9.1	2.9	0.0	-19.1	-0.7	-4.6	3.0
Cc1cc(Nc2ccc(F)cc2F)n2nc(C)nc2n1	-8.8	1.5	-1.3	-0.7	-0.5	25.5	0.7	0.6	-0.6
CCOC(=O)CNc1ccc(C(=O)OCC)cc1[N+](=O)[O-]	-3.2	0.1	-1.4	-1.8	2.1	-9.5	-1.9	-5.1	9.1
CCOC(=O)N1CCN(Cc2nc(-c3cccc(Cl)c3)no2)CC1	13.0	4.8	-6.4	-26.3	4.0	-4.5	0.1	-0.5	5.8
Cc1nc2sc(C(c3ccc(C(C)C)cc3)N3CCN(CCO)CC3)c(O)n2n1 (configuration not stated)	1.2	1.0	4.2	0.1	1.3	23.6	-0.2	-1.2	-2.6
CN(c1ccccc1)S(=O)(=O)c1cccc(NC(=O)CCNC(=O)c2ccc([N+](=O)[O-])cc2)c1	-12.3	-0.7	37.3	-8.8	1.6	-10.4	3.9	-4.1	-9.8
COc1ccc(C2CC(c3ccc(F)cc3)=NN2c2ccccc2)cc1OC (configuration not stated)	-16.2	10.8	-19.9	-7.0	8.1	9.5	2.5	-1.8	5.4
COc1ccc(/C=C/C(=O)N(C)C2CCCCC2)cc1Br	-1.5	1.3	-22.8	-6.3	-1.1	7.1	-2.8	-1.3	-12.9
Cc1ccc(Cn2c(C)c(C(=O)NCc3ccc(Cl)c(Cl)c3)sc2=O)cc1	/	0.5	2.0	/	/	30.7	0.4	-3.5	-7.5
COC(=O)[C@@H](Cc1c[nH]c2ccccc12)NC(=O)c1ccc2c(c1)OCO2	-6.0	22.9*	-7.9	-2.3	2.5	-5.4	6.6	2.1	15.5
C=CCN(c1ccccc1)S(=O)(=O)c1cccc(C(=O)N2CC(C)CC(C)C2)c1 (configuration not stated)	-9.5	4.2	-1.7	-13.5	2.6	8.6	4.2	1.6	-6.1
O=C(c1ccccc1)c1ccc(-n2cnnc2)c([N+](=O)[O-])c1	-6.5	22.2*	-11.9	-11.9	7.1	4.5	5.3	0.0	-20.4
CCOCCn1c(SCc2ccccc2)nc2c1c(=O)[nH]c(=O)n2C	-1.0	0.8	-8.5	-3.2	-0.1	15.8	0.4	2.5	-8.0
COc1cccc(/C=C/C(=O)OCC(=O)Nc2ccc(S(=O)(=O)N3CCCC3)cc2)c1	-10.6	0.7	0.0	-8.9	4.6	-4.8	-0.4	-5.1	16.8
Cc1ccc(-n2cc(CNC(C)Cn3cncn3)c(-c3ccc(F)cc3)n2)cc1 (configuration not stated)	-13.2	0.3	-14.5	-8.7	0.9	13.4	0.6	-5.5	-12.1
O=C(CN1C(=O)NC2(CCCCC2)C1=O)Nc1ccccc1N1CCCCC1	-23.0	1.7	-6.3	2.2	-1.0	4.2	-0.9	-0.6	3.3
Cc1ccc(C2=N/C(=C\c3ccc(OS(=O)(=O)c4ccc(C)cc4)cc3)C(=O)O2)cc1	0.3	0.5	-12.9	-9.7	0.1	20.7	5.7	-10.7	-8.7
O=[N+]([O-])c1ccc(C=NNC(=S)NN=Cc2ccc([N+](=O)[O-])cc2)cc1	/	0.1	21.5	/	/	16.1	1.1	-1.0	-16.2
Cn1cc(CNC(=O)c2cc(-c3ccc(Br)cc3)nc3ccccc23)cn1	-13.9	4.3	17.2	-29.3	0.3	16.7	7.7	-4.9	-18.6
COc1ccccc1NC(=O)C(C)OC(=O)CSCC(=O)Nc1cc(C)on1 (configuration not stated)	-8.6	0.3	3.4	1.1	0.8	11.5	3.7	-2.6	-10.5
Cc1ccccc1OCCSc1nc2ncnc(N)c2[nH]1	-5.3	3.6	3.1	2.3	2.0	22.6	0.1	-3.2	-16.5
Cc1ccc(-n2nc(C)c(C3(O)C(=O)N(C)c4ccccc43)c2N)cc1 (configuration not stated)	-12.7	0.2	4.7	-4.3	-0.1	21.2	-1.1	-3.8	-7.4
COC(=O)Nc1ccc(OCC(=O)N2CCOCC2)cc1	-8.0	0.7	-0.6	-6.6	1.3	35.7	1.0	-4.5	-18.6
CC(C)(CO)CNC(=O)CCc1nnc(C2(c3ccc(Cl)cc3)CCC2)o1	-19.9	-0.1	1.1	-3.5	-0.2	-1.1	13.0	-4.3	3.6
COc1ccc(/C=N\NC(=O)CC(=O)Nc2cccc(Cl)c2)cc1OC	-12.5	1.0	-2.2	3.1	0.2	4.8	4.1	-1.8	-7.7
COc1ccc(CNC(=O)CN(C(=O)CCC(=O)Nc2nccs2)c2ccc(C)cc2)cc1	-12.1	-0.1	-15.6	-10.4	0.6	11.2	3.0	-1.4	-4.5
CCN(CC)C(=O)CSc1nnc2c3ccccc3n(C)c2n1	-6.7	1.0	-7.8	-17.4	0.8	-3.4	3.1	-6.3	-2.1
CCOC(=O)N1CCC(NC(=O)c2cc3sccc3n2CC)CC1	-16.1	0.6	15.2	-5.7	0.2	-8.7	-0.6	-3.8	-6.4
O=C(OCn1nnc2ccccc2c1=O)c1ccc2ncsc2c1	-16.2	6.5	23.9	-2.7	1.9	14.0	9.0	-1.3	4.0
CCOc1ccccc1N1CCN(C(=O)c2ccc(Cl)c(S(=O)(=O)N3CCCCC3)c2)CC1	/	3.4	44.0	/	/	-2.0	4.2	-3.2	7.6
O=C(NC(CO)c1ccccc1)c1ccco1 (configuration not stated)	-13.5	0.9	4.3	-10.3	-0.1	27.5	2.1	-0.2	-18.9
O=C(CSc1nnc(NC(=O)c2ccccc2Cl)s1)NC1CC1	3.4	0.1	-7.3	-12.5	1.7	16.6	2.9	0.4	-4.2
O=c1[nH]c2ccc(NC(=S)Nc3ccc(Cl)cc3)cc2[nH]1	-6.1	4.2	8.2	-6.1	1.2	21.2	53.2*	0.2	-12.9
CCOC(=O)C1=C[C@@H](C(C)(C)C)N(S(=O)(=O)c2ccc(C)cc2)[C@H]1c1ccccc1Cl	/	0.7	-18.6	/	/	-4.7	1.0	-4.0	24.2*
CC1=C(C(=O)N2CCOCC2)CC(CC(=O)NCc2ccco2)C(=O)N1Cc1ccc(C(C)(C)C)cc1 (configuration not stated)	/	0.6	-3.0	/	/	15.9	0.1	-6.0	-9.9
CC(=O)NN1C(=O)c2ccccc2NC1c1ccc([N+](=O)[O-])o1 (configuration not stated)	-3.3	0.2	20.3	-3.0	-0.5	11.7	4.4	-1.6	-7.0
O=C(CCN1C(=O)c2ccccc2S1(=O)=O)NCc1ccco1	6.8	0.7	-10.9	-5.3	-0.6	-5.2	5.5	-3.1	-11.4
CCN(CC)c1ccc(C2C(C(=O)OCCOC(C)C)=C(C)NC3=C2C(=O)CCC3)cc1 (configuration not stated)	-17.3	0.1	-3.7	-5.6	0.1	-8.2	3.1	-5.5	19.5
O=C(CSc1nnc(C2CC2)n1Cc1ccccc1)N1CCN(S(=O)(=O)c2ccccc2)CC1	-9.5	0.4	4.2	-9.6	2.9	1.0	4.6	-4.3	-4.2
Cc1cc(=O)n2[nH]c(SCc3ccccc3Cl)nc2n1	4.1	-0.7	-12.7	-5.4	-0.8	7.1	6.0	-1.4	-11.2
Cc1nnc(NC(=O)c2nc(S(=O)(=O)Cc3ccccc3)ncc2Cl)s1	5.1	0.3	-4.6	-1.8	0.1	13.2	-0.7	-2.0	-10.6
CCOc1ccccc1C(=O)OCC(=O)NCCNC(=O)COC(=O)c1ccccc1OCC	-15.4	1.1	-12.3	-7.9	2.5	21.3	-0.7	-2.2	-7.4
Cc1ccc(S(=O)(=O)N2CCN(C(=O)COC(=O)CSc3ccc(C)c(C)c3)CC2)c(C)c1	/	4.5	-5.7	/	/	-0.4	2.4	-0.5	-6.1
O=C(COC(=O)C1CC(=O)N(Cc2ccco2)C1)Nc1ccccc1[N+](=O)[O-] (configuration not stated)	/	0.8	-24.9	/	/	-13.7	0.1	-0.9	-9.9
O=C(CCC(=O)c1cccs1)Nc1nnc(C2CC2)s1	-8.4	0.3	-2.6	3.1	0.5	-4.2	12.5	-3.8	0.5
CC(C)CC(NS(=O)(=O)c1ccccc1S(=O)(=O)NC(CC(C)C)C(=O)O)C(=O)O (configuration not stated)	-1.8	0.2	0.2	0.5	0.9	5.9	16.5	-2.0	-16.3
COc1ccccc1CNC(=O)COC(=O)c1n[nH]c2ccccc12	-26.0	0.1	19.7	-25.5	7.8	-6.6	5.2	0.4	20.9

4 records picked at random from the list so far, as already listed:
SMILES	CHO parental Ca	M1 ag parental	TAAR1 antag	OXTR potentiator	V1R ag counter	CHO-K1 Ca PAM	TAAR1 agonist	CHRM1 agonist	CHO-K1 Ca antag
CCOC(=O)C1=C[C@@H](C(C)(C)C)N(S(=O)(=O)c2ccc(C)cc2)[C@H]1c1ccccc1Cl	/	0.7	-18.6	/	/	-4.7	1.0	-4.0	24.2*
CCN(CC)c1ccc(C2C(C(=O)OCCOC(C)C)=C(C)NC3=C2C(=O)CCC3)cc1 (configuration not stated)	-17.3	0.1	-3.7	-5.6	0.1	-8.2	3.1	-5.5	19.5
CC1=C(C(=O)N2CCOCC2)CC(CC(=O)NCc2ccco2)C(=O)N1Cc1ccc(C(C)(C)C)cc1 (configuration not stated)	/	0.6	-3.0	/	/	15.9	0.1	-6.0	-9.9
CC(=O)NN1C(=O)c2ccccc2NC1c1ccc([N+](=O)[O-])o1 (configuration not stated)	-3.3	0.2	20.3	-3.0	-0.5	11.7	4.4	-1.6	-7.0
